Pf apPOL inh: Pf-apPOL DNA polymerase inhibition | Recombinant Pf-apPOL, molecular beacon fluorescence, 1.5 h | inhibition, % at 10 µM | 0.25% of 210,000 active | AID 1794808
mHTT CaM bind: mHTT-calmodulin interaction abrogation; 3.6% of 190,000 active; AlphaScreen His-mHTT/GST-CaM binding, luminescence; inhibition, % at 15 µM;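 note: 0% = both proteins with DMSO and 100% = one protein alone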
Target sequence (P42858 whole entry, looked up, stated change not applied): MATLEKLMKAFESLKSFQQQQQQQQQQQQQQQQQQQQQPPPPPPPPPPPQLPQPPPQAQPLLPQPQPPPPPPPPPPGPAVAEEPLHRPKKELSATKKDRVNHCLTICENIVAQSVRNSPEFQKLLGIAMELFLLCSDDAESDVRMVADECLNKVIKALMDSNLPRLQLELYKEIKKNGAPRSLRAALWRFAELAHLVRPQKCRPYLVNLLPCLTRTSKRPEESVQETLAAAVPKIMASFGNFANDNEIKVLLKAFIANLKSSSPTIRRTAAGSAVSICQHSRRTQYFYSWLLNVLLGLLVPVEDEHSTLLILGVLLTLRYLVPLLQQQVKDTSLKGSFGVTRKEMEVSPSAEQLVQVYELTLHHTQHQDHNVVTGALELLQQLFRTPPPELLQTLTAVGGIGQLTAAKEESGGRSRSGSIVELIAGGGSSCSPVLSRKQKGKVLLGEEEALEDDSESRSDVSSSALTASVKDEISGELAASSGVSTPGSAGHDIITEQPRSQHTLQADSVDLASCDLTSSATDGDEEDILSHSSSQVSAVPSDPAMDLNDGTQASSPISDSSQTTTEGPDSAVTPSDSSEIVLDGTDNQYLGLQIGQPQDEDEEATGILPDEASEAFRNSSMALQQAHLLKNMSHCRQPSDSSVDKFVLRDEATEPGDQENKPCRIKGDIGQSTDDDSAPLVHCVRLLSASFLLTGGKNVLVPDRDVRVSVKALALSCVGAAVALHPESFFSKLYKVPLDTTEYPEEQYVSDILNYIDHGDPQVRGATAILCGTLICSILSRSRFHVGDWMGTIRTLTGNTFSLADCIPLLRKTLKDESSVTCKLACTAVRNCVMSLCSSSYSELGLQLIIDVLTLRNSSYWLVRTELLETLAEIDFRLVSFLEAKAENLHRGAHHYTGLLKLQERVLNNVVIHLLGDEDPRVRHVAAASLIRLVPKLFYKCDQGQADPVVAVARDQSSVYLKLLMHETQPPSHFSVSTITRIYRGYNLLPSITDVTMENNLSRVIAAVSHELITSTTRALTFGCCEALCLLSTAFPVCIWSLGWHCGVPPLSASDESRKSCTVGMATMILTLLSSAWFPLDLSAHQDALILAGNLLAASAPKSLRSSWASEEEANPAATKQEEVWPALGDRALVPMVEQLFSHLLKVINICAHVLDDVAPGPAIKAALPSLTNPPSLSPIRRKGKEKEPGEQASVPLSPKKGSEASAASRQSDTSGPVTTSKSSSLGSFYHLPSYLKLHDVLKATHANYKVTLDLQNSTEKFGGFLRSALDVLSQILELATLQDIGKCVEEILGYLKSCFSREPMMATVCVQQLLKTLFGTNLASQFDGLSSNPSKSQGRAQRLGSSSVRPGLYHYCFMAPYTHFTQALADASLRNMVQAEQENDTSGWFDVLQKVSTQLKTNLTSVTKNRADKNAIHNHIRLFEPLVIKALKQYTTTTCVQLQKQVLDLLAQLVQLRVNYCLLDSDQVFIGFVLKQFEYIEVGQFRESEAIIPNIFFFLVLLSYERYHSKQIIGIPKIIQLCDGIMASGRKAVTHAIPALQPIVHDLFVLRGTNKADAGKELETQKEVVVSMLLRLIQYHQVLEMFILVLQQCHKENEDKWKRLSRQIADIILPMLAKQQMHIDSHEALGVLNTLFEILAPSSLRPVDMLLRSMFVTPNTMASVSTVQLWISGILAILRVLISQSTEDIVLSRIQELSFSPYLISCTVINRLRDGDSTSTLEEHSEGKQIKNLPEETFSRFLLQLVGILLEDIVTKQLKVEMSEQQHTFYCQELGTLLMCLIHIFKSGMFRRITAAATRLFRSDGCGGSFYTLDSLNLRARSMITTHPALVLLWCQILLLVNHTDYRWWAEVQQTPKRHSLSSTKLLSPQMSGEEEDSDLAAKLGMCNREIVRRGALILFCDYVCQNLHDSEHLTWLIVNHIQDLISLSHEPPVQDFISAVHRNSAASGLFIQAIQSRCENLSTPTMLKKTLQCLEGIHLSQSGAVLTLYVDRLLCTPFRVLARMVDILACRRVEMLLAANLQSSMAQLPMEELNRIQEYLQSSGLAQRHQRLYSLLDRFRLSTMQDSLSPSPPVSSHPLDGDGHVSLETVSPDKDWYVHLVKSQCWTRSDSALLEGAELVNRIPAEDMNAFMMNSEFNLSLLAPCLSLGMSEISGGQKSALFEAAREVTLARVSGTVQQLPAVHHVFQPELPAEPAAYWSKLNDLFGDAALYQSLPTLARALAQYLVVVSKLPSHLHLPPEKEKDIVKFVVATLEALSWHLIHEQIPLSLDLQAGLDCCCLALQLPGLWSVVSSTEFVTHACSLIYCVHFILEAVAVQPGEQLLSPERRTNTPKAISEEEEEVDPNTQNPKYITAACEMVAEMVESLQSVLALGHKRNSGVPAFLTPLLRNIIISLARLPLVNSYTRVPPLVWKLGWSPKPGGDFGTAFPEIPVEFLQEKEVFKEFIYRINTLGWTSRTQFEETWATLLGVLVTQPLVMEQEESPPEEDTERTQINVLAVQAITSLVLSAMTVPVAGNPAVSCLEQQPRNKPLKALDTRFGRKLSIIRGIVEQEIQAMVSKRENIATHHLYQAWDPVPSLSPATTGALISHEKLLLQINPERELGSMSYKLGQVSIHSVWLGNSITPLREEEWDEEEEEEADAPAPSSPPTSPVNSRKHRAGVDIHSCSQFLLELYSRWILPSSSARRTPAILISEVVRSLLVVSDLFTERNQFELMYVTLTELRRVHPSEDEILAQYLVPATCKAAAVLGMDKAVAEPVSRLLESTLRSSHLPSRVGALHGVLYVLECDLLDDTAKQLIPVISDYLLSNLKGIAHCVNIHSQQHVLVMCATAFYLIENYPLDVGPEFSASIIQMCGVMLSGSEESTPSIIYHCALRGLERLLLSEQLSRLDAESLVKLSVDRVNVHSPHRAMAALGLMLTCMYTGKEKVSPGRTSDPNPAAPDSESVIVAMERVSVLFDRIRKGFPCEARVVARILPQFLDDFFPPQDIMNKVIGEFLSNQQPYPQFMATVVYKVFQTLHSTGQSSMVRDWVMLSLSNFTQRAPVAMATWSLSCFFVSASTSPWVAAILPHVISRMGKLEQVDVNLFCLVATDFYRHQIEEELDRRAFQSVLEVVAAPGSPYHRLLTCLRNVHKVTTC
* = called active by the depositor; · = no result given; & = joins results of further samples. Cut-off read from the data, not from the text of the source: active = inhibition above about 50%; inactive = the rest. This is a subset; rates above refer to the full screens.

SMILES | Pf apPOL inh | mHTT CaM bind
Cc1cc(S(=O)(=O)N2CC(=O)N(CCc3ccccc3)C(=O)C2)ccc1F | -5 | -2
O=C1c2ccccc2C(=O)c2c1oc1c3c(ccc21)OCN(CCc1ccccc1)C3 | -4&8 | 61*
COc1ccc2oc(=Nc3ccc(C(=O)O)cc3)c(C(=O)Nc3ccc(OC)c(OC)c3)cc2c1 | -1 | 28
Cc1cccc(C(=O)Nc2ccccc2C(N)=O)c1 | -8 | -5
COc1cc(C(=O)NNC(=O)c2ccco2)c(-n2c(C)ccc2C)cc1OC | 3 | ·
CCn1cc(CN2CCC(C(=O)NCc3ccc(N(C)C)cc3)CC2)c2ccccc21 | -3 | 32
Clc1ccccc1CN1CCN(Cc2ccncc2)CC1 | -8 | -4
Cc1nc2sccn2c(=O)c1NC(=O)c1ccccc1C(F)(F)F | -2 | 0
CCc1ccc(CNC(=O)C(=O)NCC2CCCO2)cc1 (stereo unspecified) | -7 | 3
C=CCn1c(SCc2nc(N)nc(N3CCCCC3)n2)nnc1-c1cccnc1 | 4 | -2
Cc1ccc(S(=O)(=O)Nc2c(F)c(F)c(F)c(F)c2Cl)cc1 | -11 | 36
Cc1nc2sc3c(c2c(=O)[nH]1)CCC3 | 6 | -8
Cc1cccc(N2C(=O)CC(N3CCN(c4ccccc4)CC3)C2=O)c1 (stereo unspecified) | -7 | 5
CCC(=O)N1CCC2(C1)C(=O)N(C)c1ccccc12 (stereo unspecified) | -5 | -2
O=C(Nc1nnc(-c2ccc(F)cc2)o1)c1ccc(S(=O)(=O)N2CCc3ccccc3C2)cc1 | -67 | 4
COc1cc(Cl)c(C)cc1NC(=O)COc1ccccc1OC | -7 | -1
COc1ccc(C(=O)Nc2ccc3oc(-c4cccnc4)nc3c2)cc1[N+](=O)[O-] | -2 | -2
O=S(=O)(c1ccccc1F)N1CCN(Cc2noc3ccccc23)CC1 | -1 | -16
COc1cccc(C2CC(C(F)(F)F)n3ncc(C(=O)N4CCN(C)CC4)c3N2)c1 (stereo unspecified) | -2 | 7
COc1ccc(C2C3CCCC=C3C(C#N)=C(N)C2(C#N)C#N)cc1 (stereo unspecified) | -1 | 23
CC(NC(=O)C1CCN(S(=O)(=O)c2ccccc2)CC1)c1ccccc1 (stereo unspecified) | -1 | -6
CC(C)(O)C#CCN1CCCCC1 | -6 | -5
Cc1ccc(NC(=O)N2CCCC(CCC(=O)NCc3cccc(C(F)(F)F)c3)C2)cc1 (stereo unspecified) | -1 | -9
O=C(Nc1ccccc1)N1CCc2[nH]cnc2C1c1ccccc1 (stereo unspecified) | 0 | 15
CC(=O)N(CN1C(=O)c2ccc([N+](=O)[O-])cc2C1=O)c1cc(Br)ccc1C | -4 | 1
SMILES | Pf apPOL inh | mHTT CaM bind
CN(C)CCCN1C(=O)C(O)=C(C(=O)c2cccs2)C1c1cccs1 (stereo unspecified) | -1 | -7&0
O=C(C=Cc1ccco1)N1CCOC2(CCOCC2)C1 | -7 | 1
Cc1sc2ncnc(N3CCCCC3)c2c1C(=O)NCc1cc(F)ccc1F | 2 | -11
Fc1ccc(-c2n[nH]c(C3CCN(Cc4ccco4)CC3)n2)cc1 | -6 | 5
CC1CCN(CCC(=O)O)CC1 | -1 | -6
CCc1ccc(NC(=O)c2cc(C)n3nccc3n2)cc1 | -4 | -13
O=C(Nc1ccc(F)cc1F)c1ccc(N2C(=O)c3ccccc3C2=O)cc1 | -2 | 2
CCC(Oc1ccccc1)C(=O)NCCc1ccc(OC)c(OC)c1 (stereo unspecified) | 2 | -3
CC(C)(C)N1C(=O)c2ccc(S(=O)(=O)c3ccc4c(c3)C(=O)N(C(C)(C)C)C4=O)cc2C1=O | 0 | 6
CCN(CC)CCNC(=O)C1c2cc(OC)c(OC)cc2C(=O)N(C)C1c1cccnc1 (stereo unspecified) | -5 | 0
Cc1ccc(C)c(NC(=O)CN2CCC3(CC2)N=C(c2cccc(F)c2)C(=O)N3)c1 | -3 | 17
Cc1c(Cl)cccc1N1C(=O)Nc2ccccc2N1O | 0 | -1
c1coc(Cn2c(-c3ccco3)nc3ccccc32)c1 | -5 | 21
COc1ccccc1N1CCN(CCC(C)c2ccccc2)CC1 (stereo unspecified) | -10 | -3
COc1ccc(NCC(=O)n2c(C)c(C)c3ccccc32)cc1OC | -24 | 6
COc1ccc(N2C(=O)C3C(c4ccc(Cl)cc4Cl)=NN(c4ccc([N+](=O)[O-])cc4)C3C2=O)cc1 (stereo unspecified) | -10 | ·
CCC(=O)OC1CCC2(C)C(CCC3C4CC=C(C(C)=O)C4(C)CC(=O)C32)C1 (stereo unspecified) | -9 | ·
O=C(Nc1cccc(F)c1C(=O)Nc1ccc(F)c(Cl)c1)c1cccc(C(F)(F)F)c1 | 0 | ·
N#Cc1c(NCCN)nc(-c2ccco2)c2c1CCCC2 | -4 | 7
CCCCCc1nc2c(=O)n(C)c3ccccc3c2o1 | 3 | 2
Cc1ccc(C(=O)C(C)Oc2ccccc2Cl)cc1 (stereo unspecified) | -3 | -88
CCCc1cnc(N2CCN(S(=O)(=O)c3ccc4c(c3)CCO4)CC2)nc1 | 2 | ·
COc1ccc(CNC(=O)C2CCN(Cc3cn(C)c4ccccc34)CC2)cc1 | 2 | 15
Cc1ccc(S(=O)(=O)N(c2ccc(Br)cc2)C2C=CS(=O)(=O)C2)cc1 (stereo unspecified) | -1 | 4
O=C(NCc1ccc(F)cc1F)C1CCN(c2nccn3nc(-c4ccccc4)cc23)CC1 | -3 | 1

As a short view, part of the list above:
SMILES | Pf apPOL inh | mHTT CaM bind
CCN(CC)CCNC(=O)C1c2cc(OC)c(OC)cc2C(=O)N(C)C1c1cccnc1 (stereo unspecified) | -5 | 0
Cc1ccc(C)c(NC(=O)CN2CCC3(CC2)N=C(c2cccc(F)c2)C(=O)N3)c1 | -3 | 17
Cc1c(Cl)cccc1N1C(=O)Nc2ccccc2N1O | 0 | -1
c1coc(Cn2c(-c3ccco3)nc3ccccc32)c1 | -5 | 21
COc1ccccc1N1CCN(CCC(C)c2ccccc2)CC1 (stereo unspecified) | -10 | -3
COc1ccc(NCC(=O)n2c(C)c(C)c3ccccc32)cc1OC | -24 | 6
COc1ccc(N2C(=O)C3C(c4ccc(Cl)cc4Cl)=NN(c4ccc([N+](=O)[O-])cc4)C3C2=O)cc1 (stereo unspecified) | -10 | ·
CCC(=O)OC1CCC2(C)C(CCC3C4CC=C(C(C)=O)C4(C)CC(=O)C32)C1 (stereo unspecified) | -9 | ·
O=C(Nc1cccc(F)c1C(=O)Nc1ccc(F)c(Cl)c1)c1cccc(C(F)(F)F)c1 | 0 | ·
N#Cc1c(NCCN)nc(-c2ccco2)c2c1CCCC2 | -4 | 7
CCCCCc1nc2c(=O)n(C)c3ccccc3c2o1 | 3 | 2
Cc1ccc(C(=O)C(C)Oc2ccccc2Cl)cc1 (stereo unspecified) | -3 | -88
CCCc1cnc(N2CCN(S(=O)(=O)c3ccc4c(c3)CCO4)CC2)nc1 | 2 | ·
COc1ccc(CNC(=O)C2CCN(Cc3cn(C)c4ccccc34)CC2)cc1 | 2 | 15
Cc1ccc(S(=O)(=O)N(c2ccc(Br)cc2)C2C=CS(=O)(=O)C2)cc1 (stereo unspecified) | -1 | 4
O=C(NCc1ccc(F)cc1F)C1CCN(c2nccn3nc(-c4ccccc4)cc23)CC1 | -3 | 1

Other entries follow:
SMILES | Pf apPOL inh | mHTT CaM bind
O=c1c2c(ncn2Cc2ccc(F)cc2)n(-c2ccccc2)c(=O)n1C1CC1 | -8 | -1
COc1ccc(C)cc1N1CCN(C(=O)c2ccc(Cl)cc2Cl)C(C)C1=O (stereo unspecified) | -2 | 7
Nc1cc(C2CCN(C(=O)Nc3ccccc3Cl)CC2)no1 | -4 | 0
CC1CN(Cc2ccccc2)C(=O)NC1=O (stereo unspecified) | -8 | 1
CC(C)(C)NC(=S)NC1CCCCC1 | 0 | ·
Cc1cccc(-c2noc(-c3c(O)c4ccccc4[nH]c3=O)n2)c1 | -4 | -9
CCCNc1cc(N2CCC(CCC(=O)NCc3cc(F)ccc3F)CC2)ncn1 | -7 | 6
CN(C)Cc1c(O)ccc2c1OC(=Cc1ccc(Cl)c(Cl)c1)C2=O | -2 | 18
COc1ccc(C(O)CN2CCN(c3cccc(C)c3C)CC2)cc1OC (stereo unspecified) | -1 | -1
Cc1ccccc1C(=O)NC(Nc1ccc(S(N)(=O)=O)cc1)C(Cl)(Cl)Cl (stereo unspecified) | -3 | -3
Cc1cc(C)c(-c2noc(C)n2)c(NC(=O)c2ccc(Cl)cc2)n1 | -3 | 1
CC(C)(C)c1ccc(C(=O)Nc2cccc(-c3nc4ncccc4o3)c2)cc1 | -5 | 0
CC(C)(C)NC(=O)c1ccc(NC(=O)c2cccs2)cc1 | 1 | 2
Cn1c(=O)[nH]cc(C(=O)Nc2ccccc2-c2ccccc2)c1=O | 0 | -9
CC(C)Oc1ccc(CNC(=O)c2cn3c(n2)COCC3)cc1 | -3 | 0
C=CCn1c(SCC(=O)Nc2c(F)cccc2F)nc2sc3c(c2c1=O)CCCC3 | 4 | 0
CC1CCC2(CC1)C(C#N)=C(SCC(N)=O)NC(=O)C2C#N (stereo unspecified) | -2&2 | 0&-8
Fc1cc(Br)ccc1-n1ncnc1-c1ccc2c(c1)OCO2 | -1 | 4
CC(C)(C)n1nc2c(c1NC(=O)COc1ccccc1)CS(=O)(=O)C2 | 4 | -3
COc1ccc(NC(=O)c2ccc(N3CCNC(c4ccccc4)C3)nc2)cc1 (stereo unspecified) | -9 | 19
Cc1ccc(CCN2CC(C(=O)NCCCN3CCCC3=O)CC2=O)cc1 (stereo unspecified) | 10 | 3
COc1ccc(C2CCCN2C(=O)Cc2cccc(Cl)c2)cc1 (stereo unspecified) | -6 | 7
Cc1ccc(C)c(NC(=O)CN2CCC3(CC2)N=C(c2ccccc2)C(=O)N3)c1 | -3 | 7
CCCc1nc2c(c(=O)n1CC(=O)NCc1cccs1)CCN(Cc1ccccc1)C2 | -6 | -4
CCCCS(=O)(=O)N1CCCC(c2nnc(-c3ccc4c(c3)OCO4)o2)C1 (stereo unspecified) | -9 | -19
SMILES | Pf apPOL inh | mHTT CaM bind
COc1ccc(C2OCC3OC(OC)C(OCc4ccccc4)C(=O)C3O2)cc1 (stereo unspecified) | -7 | 0
CCCCN(CC)C(=O)CSc1nc2n[nH]c(C)c2c(=N)n1-c1cccc(C)c1 | -6 | 39
COc1ccc(C2CC(=O)n3nc(C45CC6CC(CC(C6)C4)C5)nc3S2)cc1OC (stereo unspecified) | -3 | 47
COc1ccc(NC(=O)CN(c2cc(C)ccc2C)S(=O)(=O)c2ccc(C)cc2)cc1OC | -8 | 22
CCN(CC)CCN1C(=O)C(=O)C(=C(O)c2ccc(Cl)cc2)C1c1cccnc1 (stereo unspecified) | 0 | -4
O=C(Nc1cccc(F)c1)c1cccc(Cl)c1Cl | -1 | -16
Ic1ccc2c(c1)C1C=CCC1C(c1ccncc1)N2 (stereo unspecified) | 6 | 95*
N#Cc1cccc(C(=O)N2CCCn3nc(-c4ccncc4)cc3C2)c1 | -1 | 2
CCc1ccc2oc(-c3cc(NC(=O)c4ccc(F)cc4)ccc3O)nc2c1 | -4 | 0
COc1ccc(C2CC(C(F)(F)F)n3nc(C(=O)NCc4ccccc4Cl)cc3N2)cc1 (stereo unspecified) | 1 | 8
O=C(NCC1CC1)C1CCN(c2nc3ccsc3c(=O)n2Cc2ccc(F)cc2)CC1 | -3 | 9
Cc1cccc(C(C)C)c1NC(=O)COc1ccc(Cl)cc1Cl | -4 | -1
CCOc1ccc(-c2nnc3s/c(=C\c4ccc(Cl)cc4)c(=O)n23)cc1 | 1 | 3
N=C1SCC(=O)N1c1ccc(F)c(Cl)c1 | -17 | ·
N#CCc1ccc(NC(=O)c2ccc(Cl)c(Cl)c2)cc1 | -3 | -6
O=C(NCC1COC2(CCCC2)O1)c1ccc2c(c1)OCO2 (stereo unspecified) | 2 | -6
COc1ccc(N2CCN(C(=O)c3ccc(CN(c4ccccc4)S(C)(=O)=O)cc3)CC2)cc1 | -4 | 28
CCCn1cc(-c2ccncc2)cc1C(=O)N1CCN(C)CC1 | -3 | 4
Cc1ccc(N2C(=O)CC(Sc3nc4ccccc4s3)C2=O)cc1 (stereo unspecified) | 4 | -9
O=C(CSc1nnnn1-c1ccc(F)cc1F)Nc1ccc2c(c1)OCCO2 | -12&-3 | 4&6
CCN1C(=O)c2ccc(C(=O)Nc3ccc4c(c3)OCO4)cc2C1=O | -5 | 9
Cc1ccc(Cl)cc1NC(=O)CN(C)S(=O)(=O)c1cccs1 | 6 | -3
COc1cccc(C2=CC(c3ccc(OC(F)F)cc3)n3ncnc3N2)c1 (stereo unspecified) | -9 | 6
Cc1cccc(N2C(=O)C3C4C=CC(O4)C3C2=O)c1C (stereo unspecified) | -2 | 0
CCC(=O)NCc1nc2c(n1CC)CN(C(=O)c1ccc(C)s1)CC2 | -6 | 10
SMILES | Pf apPOL inh | mHTT CaM bind
CCn1c(=O)c([N+](=O)[O-])c(N2CCN(CCO)CC2)c2ccccc21 | -11 | -1
C=CCNS(=O)(=O)C1CON(C)C1c1ccc(C(C)(C)C)cc1 (stereo unspecified) | -7 | 6
COc1ccc(S(=O)(=O)c2cc(NS(=O)(=O)c3ccccc3)c(C)c(C)c2O)cc1 | 0 | 11
O=C(NC1CCCC1)C1CCc2sc(C(=O)N3CCOCC3)cc2C1 (stereo unspecified) | -2 | 3
Cc1ccc(N2C(=O)Nc3ccc(Br)cc3C2(O)C(=O)NC2CCCCC2)cc1C (stereo unspecified) | -6 | 23
CCCCOc1nnc(-c2ccc(OC)cc2)c2ccccc12 | 1 | -5
O=C(Nc1ccccc1)N1CCCC1c1nc(-c2cccc(Cl)c2)no1 (stereo unspecified) | -5 | 20
COc1cccc(C(=O)Oc2ccc3c(c2)OC(=Cc2ccco2)C3=O)c1 | 1 | 15
C#CCOCC1CCCN(C(=O)c2ccccn2)C1 (stereo unspecified) | 3 | -4
O=C(CSc1nc2ccsc2c(=O)n1Cc1ccccc1F)NC1CCCCC1 | -3 | -6
CCOC(=O)N1CCN(C(=O)CSc2ccc(-c3sc(C)nc3C)nn2)CC1 | -2 | -7
CCOc1ccccc1NC(=O)N1CCOc2ccc(Cl)cc21 | -1 | -4
CCOCC(=O)N1CCC(OCc2nc(-c3cccnc3)no2)CC1 | -4 | 5

Assay outcomes (PubChem)
